# High-throughput results deposited in PubChem by National Center for Advancing Translational Sciences (NCATS).
# HCMV inh = human cytomegalovirus inhibition. HFF cells, HCMV-luciferase reporter, 72 h; active compounds read low. activity change, negative = inhibition, % at 57.5 µM. actives 4.5% (n = 410,000). AID 1259415; in the data active = activity change below about -60%; inconclusive = no clear call, values can overlap the other calls; inactive = above about -39%
#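 Two compound doses tested in HFFs infected with HCMV-luciferase, MOI 1 PFU/cell, 72 h at 37C. Lysate luminescence read with OneGlo; data normalized against buffer-only and 10uM Salinomycin inhibitor controls.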
# AmpC inh detg = inhibitors of E. coli AmpC beta-lactamase with detergent; AmpC hydrolysis of nitrocefin, absorbance 480 nm, 0.01% Triton; P00811; AID 485294; actives 0.041% (n = 370,000); Potency, µM (top dose mostly 114 µM), inactives show at the highest dose activity change, negative = inhibition, most hits filed as inhibitors;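 also: potency is read from the fitted curve at half-maximal effect; 0% = no-compound wells and -100% = no-enzyme wells; nearly all actives have a fitted effect of over 25% in size; some results filed as inactive show a strong effect at the top dose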
# Target sequence (P00811 whole entry, looked up): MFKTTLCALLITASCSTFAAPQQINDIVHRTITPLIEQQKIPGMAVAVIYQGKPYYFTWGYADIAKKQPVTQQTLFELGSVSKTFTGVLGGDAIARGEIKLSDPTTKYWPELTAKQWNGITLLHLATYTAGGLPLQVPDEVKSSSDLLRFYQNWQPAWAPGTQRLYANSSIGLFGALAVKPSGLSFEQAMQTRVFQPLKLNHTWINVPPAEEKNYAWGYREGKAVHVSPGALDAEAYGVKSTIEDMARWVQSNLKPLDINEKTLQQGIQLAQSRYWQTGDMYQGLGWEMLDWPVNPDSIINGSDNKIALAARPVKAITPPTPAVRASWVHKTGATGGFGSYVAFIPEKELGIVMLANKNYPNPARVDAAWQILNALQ
#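 AmpC (5.3 nM in the dispensed reagent) in 20 mM phosphate pH 7.0 with 0.01% (detergent screen) or 0.0001% Triton X-100 was preincubated with compounds for 15 min at room temperature. Nitrocefin was then added from an 800 uM solution, and hydrolysis was followed at 480 nm.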
# Sm TGR block = inhibitors of Schistosoma mansoni thioredoxin glutathione reductase. Q962Y6. purified TGR, DTNB reduction, TNB absorbance 405 nm. Potency, µM (titrated, usually from 114 µM), inactives show at the top dose activity change, negative = inhibition, usual class: inhibitors. actives 3% (n = 360,000). AID 485364; also: potency is read from the fitted curve at half-maximal effect; nearly all actives have a fitted effect of over 60% in size
#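 First, TGR (20 nM dispensed) and NADPH were mixed with compound. Second, a 15 min room-temperature incubation followed. Third, further NADPH and then DTNB were added to start the reaction. Finally, TNB absorbance was monitored kinetically.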
# AMA1 RON2 block = disrupts binding of P. falciparum AMA1 to RON2; AlphaScreen AMA1-biotinylated RON2 peptide binding; actives 0.2% (n = 360,000); Potency, µM (doses to about 58.2 µM), for the others: top-dose activity change, negative = inhibition, usual class: inhibitors;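 also: potency is read from the fitted curve at half-maximal effect; 0% = vehicle wells and -100% = peptide control; nearly all actives have a fitted effect of over 45% in size; some results filed as inactive show a strong effect at the top dose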
#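 AMA1 (3D7) with his tag at 25 nM final met compounds first, then biotinylated RON2 peptide at 25 nM; detection used donor plus acceptor beads, 10 µg/mL apiece, read by AlphaScreen after 30 min at room temperature.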
# HCV inh = HCV inhibition; Huh7.5.1 HCVcc-Cre infection, luciferase reporter, 44 h; Potency, µM (titrated, usually from 41.8 µM), for the others: top-dose activity change, negative = inhibition, hits mostly inhibitors; actives 3.4% (n = 340,000); also: potency is read from the fitted curve at half-maximal effect
#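 Whole-lifecycle infectious HCVcc-Cre system; cells 1,000/well, compound then virus (~0.5 moi) added 4 h after plating, 44 h culture. Luciferase read 15 sec following 15 min substrate incubation, room temp.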
# FBPA Giardia inh = blocks Giardia fructose-bisphosphate aldolase activity | purified Giardia FBPA | actives 0.71% (n = 290,000) | Potency, µM (doses to about 59.6 µM), inactives show at the top dose activity, negative = inhibition, usual class: inhibitors | AID 2451; also: potency is read from the fitted curve at half-maximal effect; nearly all actives have a fitted effect of over 55% in size
# Target sequence (A8B2U2 whole entry, looked up): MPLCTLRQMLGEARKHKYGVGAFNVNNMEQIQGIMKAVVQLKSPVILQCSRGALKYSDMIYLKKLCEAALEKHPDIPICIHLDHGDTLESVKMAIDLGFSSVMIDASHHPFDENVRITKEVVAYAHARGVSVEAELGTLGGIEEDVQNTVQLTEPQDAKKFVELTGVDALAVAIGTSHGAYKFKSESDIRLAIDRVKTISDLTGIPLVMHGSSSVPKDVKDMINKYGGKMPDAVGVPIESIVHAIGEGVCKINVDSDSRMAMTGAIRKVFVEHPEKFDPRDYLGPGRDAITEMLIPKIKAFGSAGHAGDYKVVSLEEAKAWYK
#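 40 nM FBPA preincubated 10 min at RT with compound (up to 57.5 uM final), then substrate plus GAPDH/TPI/NAD/arsenate coupling and diaphorase/resazurin added. Fluorescence read after 20 min at RT, 525/598 nm.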
# * hit, by the source's call; u = inconclusive; x = not tested or not shown; [ ] = dose if it differs, or a comment. Unless noted, calls follow the shape of the dose curve; as a rule, active = well fitted curve in the direction sought with a large enough effect; inconclusive = small, poorly fitted or top-dose-only effect, or another doubt; inactive = no such curve, though single readings can be large; an effect the other way counts as inactive or inconclusive. Unless noted, % is scaled to controls: 0 for no effect and ±100 for the full control effect.
SMILES,HCMV inh,AmpC inh detg,Sm TGR block,AMA1 RON2 block,HCV inh,FBPA Giardia inh
Cc1ccc(NC(=O)CSc2ccc(-c3sc(-c4ccccc4)nc3C)nn2)cc1F,6,4%,5%,x,x,x
COc1ccc(C(=O)NC(C)C2CC3CCC2C3)c(OC)c1 (configuration not stated),u,0%,0%,-2%,-11%,7%
CC(=O)c1ccc(N2CCN(c3ncnc4c3cnn4-c3cc(Cl)ccc3C)CC2)cc1,-8,-4%,-8%,x,x,x
CN(C)CCOC(=O)C12CC3CC(CC(C3)C1)C2,-19,-7%,-2%,-8%,-11%,-11%
O=S(=O)(Nc1cc(S(=O)(=O)N2CCOCC2)ccc1NCC1CCCO1)c1ccccc1 (configuration not stated),-1,4%,1%,-3%,20%,x
CC(C)(C)c1ccc(C(=O)N2CCN(C(=O)c3ccco3)CC2)cc1,-23,-1%,u,6%,12%,-9%
O=C(CCCc1ccccc1)Nc1cccc2c1CCCC2,3,u,2%,1%,13%,7%
COC(=O)C1=C(C)NC(C)=C(C(=O)OC)C1c1ccc(NC(C)=O)cc1,134,u,-1%,-3%,-22%,25%
CCCn1c(N)c(N(CCOC)C(=O)c2ccc([N+](=O)[O-])cc2Cl)c(=O)[nH]c1=O,u,-4%,13%,2%,14%,-11%
Cc1cccc(Cn2cnc3c(N)c(C)c(C)cc32)c1,-16,u,10%,-28%,-3%,-12%
CCOC(=O)Nc1ccc2c(c1)N(C(=O)CCN(C)C)c1ccccc1CC2,19,0%,2%,2%,-5%,-8%
CCOc1ccccc1C(=O)N(C)CC(=O)Nc1ccc(OC)cc1,16,1%,1%,-6%,2%,9%
COC(=O)C1=CN(c2cccc(C)c2)C=C(C(=O)OC)C1c1cc(OC)c(O)c([N+](=O)[O-])c1,118,-1%,2%,u,3%,-3%
CN(C)c1cccc(C(=O)NC2CCCCCC2)c1,35,-14%,4%,-6%,2%,-15%
CC(=O)NC1=NN(C(C)=O)C(C)(CS(=O)(=O)c2ccc(C)c(C)c2)S1 (configuration not stated),24,-2%,-23%,2%,22%,8%
COc1ccccc1C/C(N)=N/OC(=O)/C=C/c1ccccc1,39,2%,-5%,7%,u,0%
S=C(Nc1ccccc1)N1CCN(C(=S)Nc2ccccc2)CC1,-30,12%,60%[activator],x,x,3%
COc1cc(C2CC(=O)c3cnc(N4CCN(CCO)CC4)nc3C2)cc(OC)c1OC (configuration not stated),8,1%,8%,x,x,x
COc1cc(/C=C2\C(=O)NC(=O)N(c3ccccc3)C2=O)cc(OC)c1O,-27,-9%,87%[activator],21%,1%,10µM*
COc1ccc(C(CNC(=O)CCNC(=O)c2ccc(Br)cc2)N2CCOCC2)cc1 (configuration not stated),-26,u,3%,20%,1%,x
O=C(Nc1nnc(-c2cccs2)o1)c1cccc(Oc2ccccc2)c1,-30,-11%,9%,94%[activator],-2%,u
COc1ccc(OC)c(NC(=O)C2CCCN(S(=O)(=O)c3cccc4nsnc34)C2)c1 (configuration not stated),2,-7%,3%,-11%,u,-6%
Cc1ccc(N(C)C(=O)Cn2nc(Cc3ccncc3)c3ccccc3c2=O)cc1C,u,10%,2%,x,x,x
O=C(O)c1ccc(NCc2cccc(Br)c2)cc1,17,u,-3%,1%,17%,20%
O=C(Cn1cnc2c(nnn2Cc2ccccc2)c1=O)NCc1ccccc1Cl,0,3%,11%,-12%,7%,-3%
CCOc1ccc(CCNC(=O)CSc2n[nH]c(-c3ccccc3)n2)cc1OCC,8,7%,1%,x,x,x
CSc1nnc2c3c4c(sc3c(=O)n(-c3ccccc3)n12)CC(C)(C)OC4,10,6%,-2%,19%,15%,8%
Cc1cc(C)cc(NC(=O)NC(C)C2CCCO2)c1 (configuration not stated),40,1%,-2%,-15%,-15%,-1%
C=CCn1nc(-c2ccccc2)cc1C(=O)OCC,-20,x,x,-4%,-4%,x
CC(=O)Nc1ccc(C(=O)OCc2ccc(Br)cc2)cc1,-22,-5%,-7%,-2%,-4%,8%
Cc1ccc(Nc2nnc(-c3ccc(C)c(S(=O)(=O)N4CCOCC4)c3)c3ccccc23)c(C)c1,-66*,-3%,2%,x,x,x
COc1ccc(N2C(=O)CC(N3CCN(S(=O)(=O)c4c(C)cc(C)cc4C)CC3)C2=O)cc1 (configuration not stated),-13,2%,-17%,9%[11.6 µM],-2%,x
COc1ccc(N2CCN(C(=O)CN3C(=O)NC(C)(c4ccc5ccccc5c4)C3=O)CC2)cc1 (configuration not stated),-20,u,2%,-25%,u,x
CCc1ccccc1NC(=S)N(CCCN(C)C)Cc1cc2cc3c(cc2[nH]c1=O)OCO3,-75*,-9%,0%[57.1 µM],0%,0%,-3%
Cc1ccc(NC(=O)CN2C(=O)C3CCCCN3C(=O)c3ccccc32)cc1 (configuration not stated),33,u,6%,-2%,15%,6%
COc1ccc(CNc2nc3ccccc3s2)cc1OC,63,-6%,-21%,-1%,11µM*,-3%
CCOC(=O)CN1CC23C=CC(O2)C(C(=O)Nc2ccc(F)cc2)C3C1=O (configuration not stated),-10,-6%,6%,0%,2%,3%
CNc1nc(-c2ccc([N+](=O)[O-])cc2)cs1,-74*,1%,4%,-15%,-13%,-1%
O=C(CC(=O)Nc1ccc(F)cc1)Nc1ccc(F)cc1,7,2%,-14%,1%,1%,-5%
Cc1ccc2nc(/C(C#N)=C/c3ccc(-c4ccccc4C(=O)O)o3)[nH]c2c1,-6,-2%,-23%,4%,7%,27%
COc1ccc(OC)c(NC(=O)Cc2c(C)n(C(=O)c3ccc(Cl)cc3)c3ccc(OC)cc23)c1,-71*,-5%,5%,x,x,x
CCc1ccccc1N(CC(=O)OC)S(C)(=O)=O,4,u,3%,13%,30%[activator],2%
CC1(C)CC(=O)c2ccc(O)cc2O1,-4,2%,5%,9%,-2%,4%
Cc1csc(NC(=O)C2CCCCC2)n1,x,-11%,11%,1%,11%,14%
C=Cc1ccc(CSc2nc(-c3ccccc3C)nc3c2Cc2c(CO)cnc(C)c2O3)cc1,20,4%,1%,x,x,x
CC(C)CCNC(=O)C1CCN(c2nc3ccccc3o2)CC1,u,3%,1%,-5%,-30%,4%
CC(=O)Nc1ccc(S(=O)(=O)N2CCC(C(=O)N[C@@H](C)C(=O)NC3CCCC3)CC2)cc1,0,-7%,-31%,0%,0%,-3%
Cc1nnsc1-c1nnc(SCC(=O)c2ccccc2)n1C1CC1,-21,-5%,-30%,7%,-10%,-13%
COc1ccccc1Cn1ccn(CC(=O)Nc2c(C)cc(C)cc2C)c(=O)c1=O,3,15%,1%,x,x,x
Cc1ccc(-c2nnn(CC(=O)NC3CC4CCC3C4)n2)cc1 (configuration not stated),-17,-1%,6%,-8%,-16%,0%
# Other records:
SMILES,HCMV inh,AmpC inh detg,Sm TGR block,AMA1 RON2 block,HCV inh,FBPA Giardia inh
Cc1ccc(-c2nnn(CC(=O)N(CCN3CCOCC3)C(C(=O)NC(C)(C)C)c3ccc(C)o3)n2)cc1 (configuration not stated),-24,8%,20%,5%,-9%,0%
COC(=O)COn1c(SC(C)C)nc2ccccc2c1=O,7,-2%,-7%,8%,12%,7%
O=C(NCc1ccccc1)c1cc(-c2cccc(Cl)c2)on1,22,24%,14%,x,x,x
CCOc1ncccc1C(=O)OCc1nnc(-c2ccccc2)o1,26,-9%,8%,0%,18%,2%
COc1ccc(S(=O)(=O)N2CCCC2C(=O)Nc2ccc(C(C)=O)cc2)cc1 (configuration not stated),11,u,2%,-1%,8%,0%
Cc1ccccc1NC(=O)NCCc1nc2ccccc2[nH]1,7,-1%,4%,1%,11%,-3%
COc1ccc(N2CCN(C(=O)c3cccc(-n4c(C)nc5cccnc54)c3)CC2)cc1,0,9%,u,x,x,x
CCCCn1c(SCC(=O)NCc2ccco2)nnc1-c1ccco1,-6,1%,45µM*,4%,13%,-1%
CC1CN(C(=O)c2ccc(N3CCCCC3)c([N+](=O)[O-])c2)CC(C)O1 (configuration not stated),-7,-5%,-2%,-19%,19%,4%
CC(Cc1ccccc1)NC(=O)NC(C)Cc1ccccc1 (configuration not stated),112,-3%,-7%,5%,-10%,1%
Cc1csc2ncc(C(=O)Nc3cccc(C(F)(F)F)c3)c(=O)n12,u,-7%,-1%,9%,5%,1%
COc1cc(S(=O)(=O)NC2CCCCC2C)ccc1F (configuration not stated),-23,5%,-26%,-5%,7%,4%
Cc1cc(C)n2nc(C(=O)NCc3cccc(C(F)(F)F)c3)nc2n1,-30,7%,0%,13%,14%,5%
Cc1cccc(C(=O)NCC(=O)OCC(=O)N(C)CC(=O)Nc2ccc(F)cc2)c1,-1,u,1%,-7%,-11%[8.37 µM],x
O=C(N/N=C/c1cccnc1)c1ccccc1OCc1cccc(Br)c1,u,-4%,6%,0%,u,-1%
COc1ccccc1N(CC(=O)Nc1c(C)cccc1C)S(C)(=O)=O,-8,-9%,-3%,8%,20%,1%
Cc1cc(C)c(S(=O)(=O)N2CCCCC2CCNC(=O)C(=O)NCC2CCCO2)c(C)c1 (configuration not stated),-7,u,1%,18%,2%,x
COc1ccc(CC(=O)c2ccc(O)cc2O)cc1OC,25,4%,2%,7%,2%,6%
CS(=O)(=O)N1CCC(C(=O)Nc2ccc(Cl)cc2)CC1,23,-14%,7%,5%,9%,-1%
CCCN1CCN(C(=O)c2noc3c2COc2ccc(C)cc2-3)CC1,15,-15%,5µM*,-2%,6%,-9%
CN(C)S(=O)(=O)c1cccc(NC(=O)c2ccc3c(c2)S(=O)(=O)N=C2CCCCCN23)c1,-10,u,-15%,x,u,x
CC(Oc1ccccc1)C(=O)N1CCC2(CC1)CC(=O)c1ccccc1O2 (configuration not stated),-31,2%,-1%,6%,u,x
Cc1cc(CN2CCN(CC(=O)Nc3cc(C(F)(F)F)ccc3-n3cncn3)CC2)no1,85,u,-30%,13%[11.6 µM],-1%,x
